# NPYLR7 agonist: agonists of mosquito NPYLR7 receptor, primary screen, cell-based, Aedes aegypti, calcium fluorescence, mosquito biting behavior; HEK293T NPYLR7/Galpha15, GCaMP6s calcium fluorescence; Aedes aegypti neuropeptide Y-like receptor 7 (NPYLR7); 0.15% of 270,000 active; activation, % at 10 µM; in the data active = activation above about 40%;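 note: 0% = vehicle and 100% = reference agonist at the receptor; some compounds past the cut are filed as inactive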
# mcGAS inh: cyclic GMP-AMP synthase inhibitors, mouse, primary biochemical chemiluminescence; Q8C6L5; recombinant cGAS, Kinase-Glo ATP depletion luminescence; inhibition, % at 12.5 µM; 0.15% of 160,000 active;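 note: 0% = negative control wells and 100% = reference inhibitor with no enzyme activity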
# hcGAS lum: Primary biochemical luminescence assay for human cyclic GMP-AMP synthase inhibitors. inhibition, % at 12.5 µM. 0.081% of 290,000 active. AID 1259398, 2018. Q8N884. recombinant h-cGAS, ATP depletion, Kinase-Glo luminescence;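 note: 0% = vehicle reaction and 100% = reaction without DNA for no activity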
# Target sequence (Q8N884 whole entry, looked up): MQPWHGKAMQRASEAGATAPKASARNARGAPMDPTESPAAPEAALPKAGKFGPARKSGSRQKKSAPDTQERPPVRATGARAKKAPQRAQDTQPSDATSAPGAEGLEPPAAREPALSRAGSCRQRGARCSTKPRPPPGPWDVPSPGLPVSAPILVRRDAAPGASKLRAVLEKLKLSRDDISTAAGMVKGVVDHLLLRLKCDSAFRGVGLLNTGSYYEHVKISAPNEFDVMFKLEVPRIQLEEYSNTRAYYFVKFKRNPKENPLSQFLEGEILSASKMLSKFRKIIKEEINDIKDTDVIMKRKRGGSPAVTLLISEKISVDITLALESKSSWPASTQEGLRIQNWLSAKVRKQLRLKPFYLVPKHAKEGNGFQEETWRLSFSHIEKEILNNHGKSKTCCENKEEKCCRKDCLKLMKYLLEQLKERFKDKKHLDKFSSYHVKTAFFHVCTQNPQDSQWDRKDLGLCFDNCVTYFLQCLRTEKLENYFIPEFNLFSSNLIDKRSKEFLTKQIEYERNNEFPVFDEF
# Starred values were filed as active, the others as inactive; nt = no result given; & = joins results of further samples. Cut-off read from the data, not from the text of the source, unless noted: active = inhibition above about 40%; inactive = the rest.
SMILES,NPYLR7 agonist,mcGAS inh,hcGAS lum
O=C1Nc2ccccc2/C1=C/C(=O)c1ccc([N+](=O)[O-])cc1,-6,-4,-5
Cc1nc(C(=O)NC(C2CC2)C2CC2)nn1-c1ccccc1Cl,2,nt,-2
COc1cc2c(cc1OC)C(C(C)NC(=O)c1cccs1)N(Cc1cccc(C)c1)CC2 (centres undefined),8,-3,0
CCCNC(=O)CN1CN(c2ccccc2)C2(CCN(C(=O)Nc3ccc(C#N)cc3)CC2)C1=O,10,-4,-2
O=C(CCSCc1ccc(F)cc1)N1CCCN2CCC[C@H]2C1,3,-13,-4
CCNC(=O)N(CCN1CCCC1)CC(=O)N(CCc1ccccc1)Cc1ccc(C)o1,2,1,5
O=C(c1ccc(Cl)cc1OC1CCN(C/C=C/c2ccco2)CC1)N1CCCCC1,-2,-1,5
CCCNC(=O)COc1coc(CN2CCN(c3ccccc3F)CC2)cc1=O,8,-7,-4
O=C1CNc2c(c(=O)oc3ccccc23)N1,2,nt,52*
COc1cccc(-c2cc(C(=O)N3CCC4(CC3)OCCO4)c(C)n2-c2ccc(F)cc2)c1,-4,-4,-3
Cc1c(C)n2c3c(=O)n(CC(C)C)c(=O)n(C)c3nc2n1C(C)C,-6,nt,-4
COc1ccc(C)cc1Nc1nc2c(S(=O)(=O)c3ccc(C)cc3)nnn2c2ccsc12,9,-6,-9
CNCc1nc2sc3c(c2c(=O)[nH]1)CCC(C)C3 (centres undefined),-3,1,-1
COc1ccccc1N1CCN(S(=O)(=O)c2c(C)c(C)cc(C)c2C)CC1,-4,-6,-5
COc1cc(C)c(-c2nc(CN3CCOC(CCO)C3)c(C)o2)cc1C (centres undefined),4,nt,-6
Cc1[nH]n(-c2nc(-c3cccc([N+](=O)[O-])c3)cs2)c(=O)c1N=Nc1ccc(S(N)(=O)=O)cc1,-6,-4,-5
O=C(C=Cc1nc2ccccc2s1)NNC(=O)C12CC3CC(CC(C3)C1)C2,1,nt,-6
COc1ccc([N+](=O)[O-])cc1NC(=O)C1CCCN1S(=O)(=O)c1ccc(Cl)s1 (centres undefined),9,-8,-4
c1nc(NCCCc2nn[nH]n2)cc(N2CCCCC2)n1,4,nt,-7
O=C(NCCN1CCNC1=O)c1ccc2sc([C@H]3C[C@H](O)[C@@H](CO)O3)nc2c1,0,-9,-8
CC(C)OCCCNC(=O)C1CCN(c2ccc(N(C)C)nn2)CC1,nt,-6,-11
O=C(Nc1nc(C2CC2)cs1)c1cc2ccccc2cc1O,4,nt,4
Cc1ccccc1NC(=NS(=O)(=O)c1cc(F)ccc1F)c1ccccc1,-6,-6,-5
COC(=O)CCCNC(=O)c1ccc(-c2cc(-c3ccc4c(c3)OCCO4)n[nH]2)cc1,nt,-7,-4
CCc1nc(CN(C2CC2)C(C)C2CC2)cs1 (centres undefined),-10,nt,-1
O=C(O)C1(CCc2ccccc2)CCN(c2ncccn2)CC1,9,-14,-5
CCn1c(SCC(C)C)nc2cc(S(N)(=O)=O)ccc21,0,nt,4
COc1ccc(N2CCN(Cc3cc(=O)c(OC)cn3CC(=O)NCc3ccccc3)CC2)cc1,2,-6,0
COc1c[nH]c(C(=O)N2CCCC(c3[nH]ncc3-c3ccccc3)C2)cc1=O (centres undefined),8,nt,-3
CCNc1nn(CC(=O)Nc2ccccc2OC)c(N)c1-c1nc(-c2ccccc2C)no1,nt,-9,-8
c1ccc(Cn2ncc3c2ncn2c(-c4ccccc4)nnc32)cc1,15,-4,-5
COc1ccc(Cl)cc1C(=O)Nn1cnc2c(cnn2-c2ccccc2)c1=O,2,nt,-9
Cc1c(CCC(=O)NCC2Cc3ccccc3O2)c(=O)[nH]c2c1c(=O)[nH]n2C (centres undefined),4,nt,-5
CCOC(=O)C1CCCN(C(=O)c2ccc(CSc3nc(CC)cc(N(C)C)n3)cc2)C1 (centres undefined),2,-5,-1
O=C(CCCn1ncn2c(cc3occc32)c1=O)NCc1ccco1,2,-4,-3
c1ccc2c(c1)oc1c(SCC3CCCCO3)ncnc12 (centres undefined),-3,-1,0
CCS(=O)(=O)N1CCC(C(=O)Nc2cccc(C#N)c2)(c2ccccc2)CC1,5,nt,-4
CCOc1ccc(C(=O)OCC(=O)NC(C)(C)C)cc1,2,nt,-6
Fc1cccc(C2=NOC(CNCc3ccc(C(F)(F)F)cc3)C2)c1 (centres undefined),-2,-6,-2
FC(F)(F)c1ccccc1-n1nc(C2CC2)nc1-c1csnn1,12,-12,-10
O=C(Cn1ccnc1)Nc1ccc(Cl)cc1C(F)(F)F,1,nt,-1
O=C(Nc1ccc2c(c1)C(=O)Nc1ccccc1O2)Oc1ccccc1,6,nt,-2
COCc1nc(N(C)Cc2cc3cc(F)ccc3[nH]2)c2cnn(C)c2n1,1,nt,-5
CCN(CC)S(=O)(=O)c1cc(NC(=O)C23CC4CC(CC(Br)(C4)C2)C3)ccc1C,-4,-3,-8
COc1ccc2[nH]cc(C3CCN(C(=O)c4cccc(OC(C)=O)c4C)CC3)c2c1,3,-8,-10
Cc1oc(-c2ccc(C(F)(F)F)cc2)nc1CC(=O)N1CCCN(Cc2cc(=O)c(OCc3cccc(F)c3)co2)CC1,17,-9,-12
CN1CCC2(CC1)N=C(c1ccccc1)C(=S)N2C(=O)c1ccccc1,-7,-6,-5
COc1ccc(-n2nc(-c3ccc(Cl)cc3)cc2NC(=O)c2cccc(C#N)c2)cc1,5,-5,-5
O=S(=O)(NCc1ccc2c(c1)OCO2)c1ccccc1Cl,0,nt,-8
CC1=C(C(=O)OCc2ccccc2)C(c2cn(-c3ccccc3)nc2-c2ccc(Cl)cc2)C(C(=O)OCc2ccccc2)=C(C)N1,-13,-5,-4

# The list continues.
SMILES,NPYLR7 agonist,mcGAS inh,hcGAS lum
Cn1c(N)c(C(=O)COC(=O)c2ccc(Br)o2)c(=O)n(C)c1=O,2,-3,1
Cc1ccc(-c2ccc(=O)n(CC(=O)N3CCCCC3)n2)c(C)c1,9,nt,-3
COc1cc2c(cc1OC)C(CNC(=S)NC(C)C)N(C(=O)Nc1cccc(C)c1)CC2 (centres undefined),15,-5,-1
O=C(C1CCCC1)N1CCC(n2c(=O)oc3ccc(Cl)cc32)CC1,-8,-6,-6
CCOc1ccc(-c2nc(CN3N=NC4C(=O)N(c5ccc(C(C)C)cc5)C(=O)C43)c(C)o2)cc1 (centres undefined),3,-8,-9
CCc1cc(Oc2cccc(Cl)c2)nc(SCc2cccc([N+](=O)[O-])c2)n1,-10,-3,1
Cc1ccccc1C(=O)Oc1ccccc1/C=N\n1c(=O)c(C(C)(C)C)nn2cnnc12,0,nt,-2
COCC1(C(=O)NCCC2CCOC2)CCC1 (centres undefined),11,-17,-10
O=C(Nc1ccc(Cl)cc1)Nc1ccc(-n2cnnn2)cc1,1,-6,-11
CC1(C(=O)NCCC#N)CCN1C(=O)C/C=C/c1ccccc1 (centres undefined),4,-3,-1
O=C(NC1CC1)C(C1CCCC1)N1CCN(C(=O)C2CCC2)CC1 (centres undefined),-6,2,2
Cc1nc2ccccc2c(=O)n1NC(=S)NC(=O)c1ccc(Br)cc1,-1,nt,-6
CN1CCN(C(=O)C2COc3ccccc3O2)CC1=O (centres undefined),3,-10,-5
CCn1ccc(C(=O)N2CCC(N3CC(OCC4CC4)C34CCOCC4)CC2)n1 (centres undefined),nt,-6,-12
Cc1cccc(Oc2ccccc2NC(=O)c2ccc(=O)[nH]c2)c1,0,nt,1
CCc1[nH]n(-c2ccc(Cl)c(Cl)c2)c(=O)c1C1=C(N2CCOCC2)C(=O)N(c2ccc(OC)cc2OC)C1=O,-7&-1,-9&-9,-12&-8
CCc1ccccc1Nc1nc(N)nc(Cn2ccccc2=O)n1,1,-4,6
CC(C)(C)N1CC(c2nc3ccccc3n2CCOc2ccc(Cl)cc2)CC1=O (centres undefined),-1,-4,-8
COC(=O)c1cc2n(n1)CCCN(C(=O)Cc1[nH]nc3ccccc13)C2,12,-17,-3
Cc1nc(NCC2CC(=O)N(C(C)C)C2)c2cnn(C)c2n1 (centres undefined),22,nt,-6
COc1ccccc1C1(CC(=O)N(C)Cc2cccc3ncccc23)CC(=O)N(C2CCCC2)C1=O (centres undefined),19,-9,-6
COc1cc(Cl)c(C)cc1-n1ccnc(NCCCc2ccccc2)c1=O,2,1,4
O=C(O)CN(CC(=O)O)C1CCS(=O)(=O)C1 (centres undefined),3,nt,-8
CC(C)Oc1ccc(C(O)=C2C(=O)C(=O)N(CCN3CCOCC3)C2c2cccc([N+](=O)[O-])c2)cc1 (centres undefined),-1,-7,-5
COc1ccc(-c2cn[nH]c2-c2ccc(OCCN3CC(C)OC(C)C3)cc2O)cc1 (centres undefined),4,-7,-1
Oc1ccc(-c2nnc(-c3ccccc3)c(-c3ccccc3)n2)cc1,10,nt,3
CCCOc1ccc(Oc2ccc(S(=O)(=O)N3CCN(C)CC3)cn2)cc1,1,2,1
CCN1CCCN(c2nc3ccccc3cc2C)CC1,1,nt,-6
Oc1[nH]c2ccccc2c1N=Nc1ccccc1Cl,-2,nt,-3
CS(=O)(=O)N1CCC(CNC(=O)CCS(=O)(=O)c2ccccc2)CC1,-9,nt,-4
O=C1CC[C@@H](CN(Cc2ccccn2)C(=O)c2cn(Cc3ccccc3Cl)nn2)N1,3,-7,3
Cc1cc(N2CCNCC2)nc(-c2cccc(C(F)(F)F)c2)n1,-3,nt,-7
CCOc1ccc(NC(=O)CN(c2cccc([N+](=O)[O-])c2)S(=O)(=O)c2ccccc2)cc1,8,-6,-5
COc1cccc(CCNC(=O)c2ccc(-c3n[nH]c4c3CCCc3ccccc3-4)cc2)c1,nt,-7,-8
O=c1ccc(=O)n(CN2CCSCC2)[nH]1,-6,nt,-3
COc1ccc(CN(CCN(C)C)c2ncccn2)cc1,-9,nt,-3&-3
COCCN1CCCC[C@]2(C[C@H](CO)[C@H](c3ccco3)N2C(=O)Cc2ccc(F)cc2)C1=O,5,-7,-7
CS(=O)(=O)c1nc(-c2cccs2)cc(C(F)(F)F)n1,4,nt,2
Nc1nc(NCc2ccc(Cl)cc2)nc(NCc2ccco2)c1[N+](=O)[O-],10,-7,-6
Clc1cc2c(cc1CSc1nnc3c(n1)[nH]c1ccccc13)OCO2,3,nt,-2
O=C(NCC1CCCN(C(=O)c2cncs2)C1)c1cccc2ccccc12 (centres undefined),-1,nt,-1
O=C(Nc1ccccc1F)c1ccc(N2CCOCC2)nc1,2,nt,-10
Cc1nnnn1CCC(=O)N1CCc2[nH]nc(-c3cccc4ccccc34)c2C1,18,-16,-5
CC(C)c1cccc(-c2nc3c(NCc4ccncc4)nccc3[nH]2)c1,-7,-8,-5
Cn1cccc1/C=C1\SC(=S)N(N2CCOCC2)C1=O,2,nt,2
COc1ccc(C2=NOC(CNCc3cccc(C(F)(F)F)c3)C2)cc1 (centres undefined),-5,nt,-4
CC(C)CNC(=O)CSc1ncnc2c1cnn2-c1ccc(F)cc1,1,nt,2
CC(=O)N1CCCN(C(=O)c2ccc(OC3CCN(CCc4ccccc4)CC3)cc2)CC1,0,-4,-5
COc1cccc(-c2nnc(SCc3ccc(C(=O)Nc4ccc(F)cc4)cc3)n2-c2ccccc2OC)c1,0,-3,-1
O=C(c1coc(CN2CCOCC2)c1)N1C[C@@H]2CCCN[C@@H]2C1,nt,-4,-9
Cc1nn(-c2nc(-c3ccco3)cc(C(F)(F)F)n2)c(C)c1Br,9,nt,-4

# A draw from above in order of count of non-hydrogen atoms, high to low:
SMILES,NPYLR7 agonist,mcGAS inh,hcGAS lum
COc1cccc(-c2nnc(SCc3ccc(C(=O)Nc4ccc(F)cc4)cc3)n2-c2ccccc2OC)c1,0,-3,-1
CC(=O)N1CCCN(C(=O)c2ccc(OC3CCN(CCc4ccccc4)CC3)cc2)CC1,0,-4,-5
CCOc1ccc(NC(=O)CN(c2cccc([N+](=O)[O-])c2)S(=O)(=O)c2ccccc2)cc1,8,-6,-5
O=C1CC[C@@H](CN(Cc2ccccn2)C(=O)c2cn(Cc3ccccc3Cl)nn2)N1,3,-7,3
Cc1nnnn1CCC(=O)N1CCc2[nH]nc(-c3cccc4ccccc34)c2C1,18,-16,-5
O=C(NCC1CCCN(C(=O)c2cncs2)C1)c1cccc2ccccc12 (centres undefined),-1,nt,-1
Nc1nc(NCc2ccc(Cl)cc2)nc(NCc2ccco2)c1[N+](=O)[O-],10,-7,-6
CC(C)CNC(=O)CSc1ncnc2c1cnn2-c1ccc(F)cc1,1,nt,2
O=C(c1coc(CN2CCOCC2)c1)N1C[C@@H]2CCCN[C@@H]2C1,nt,-4,-9
O=C(Nc1ccccc1F)c1ccc(N2CCOCC2)nc1,2,nt,-10
COc1ccc(CN(CCN(C)C)c2ncccn2)cc1,-9,nt,-3&-3
Cn1cccc1/C=C1\SC(=S)N(N2CCOCC2)C1=O,2,nt,2
Oc1[nH]c2ccccc2c1N=Nc1ccccc1Cl,-2,nt,-3
O=c1ccc(=O)n(CN2CCSCC2)[nH]1,-6,nt,-3
